mcGAS MS inh: inhibitors of mouse cGAS; inhibition, % at 12.5 µM; recombinant mouse cGAS, cGAMP by RapidFire MS; actives 0.18% (n = 130,000); Q8C6L5;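 active = inhibition of cGAS enzyme activity at or above 60%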;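 also: enzyme stimulated by 45 bp dsDNA with ATP and GTP substrates; cGAMP share of summed cGAMP plus half ATP and half GTP signals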
Target sequence (Q8C6L5 whole entry, looked up): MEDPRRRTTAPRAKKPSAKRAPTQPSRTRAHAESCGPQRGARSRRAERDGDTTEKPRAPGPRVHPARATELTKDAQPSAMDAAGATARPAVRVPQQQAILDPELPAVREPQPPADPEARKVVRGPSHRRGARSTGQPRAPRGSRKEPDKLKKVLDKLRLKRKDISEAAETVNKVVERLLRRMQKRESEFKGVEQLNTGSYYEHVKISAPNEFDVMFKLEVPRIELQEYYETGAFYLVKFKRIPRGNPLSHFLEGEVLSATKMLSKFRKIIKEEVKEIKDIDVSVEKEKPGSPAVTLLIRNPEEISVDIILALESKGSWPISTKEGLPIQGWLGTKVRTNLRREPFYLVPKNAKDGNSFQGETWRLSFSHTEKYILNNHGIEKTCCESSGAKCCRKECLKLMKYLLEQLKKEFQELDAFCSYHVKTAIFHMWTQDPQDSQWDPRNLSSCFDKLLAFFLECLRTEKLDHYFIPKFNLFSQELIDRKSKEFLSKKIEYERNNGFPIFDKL
* marks the source's active call; other numbers are inactive results; & = joins results of further samples.

For CN(CC1CCN(CCc2ccc(F)cc2)CC1)C(=O)c1ccc(-c2ncc[nH]2)s1 the results were mcGAS MS inh -1.
O=[N+]([O-])c1cccc(-c2nnc(-c3ccccc3Cl)o2)c1 was read as mcGAS MS inh 12.
`CCc1csc(CNC(=O)c2cc(COc3ccccc3F)[nH]n2)n1` gave mcGAS MS inh -12.
`COc1cccc(F)c1-c1ccc(-c2nc(C)no2)cn1` gave mcGAS MS inh -6.
For O=C(CCN1CCCC(N2CCCC2=O)C1)c1ccc(F)cc1 (centres undefined) the results were mcGAS MS inh 42.
CC(Sc1nnc(C2CC2)n1C1CC1)c1nnc(-c2ccccc2)o1 (centres undefined) was read as mcGAS MS inh -6.
O=C(NCc1cn[nH]c1-c1ccc(F)cc1)c1cccc(Cn2cccn2)c1 was read as mcGAS MS inh -11.
`CN(C)CCN(CC1CCCN(Cc2ccccc2F)C1)C(=O)c1cccc(N(C)C)c1` (centres undefined) gave mcGAS MS inh -13.
For Fc1c(F)c(F)c(N2CCN(Cc3ccc4c(c3)OCO4)CC2)c(F)c1F the results were mcGAS MS inh 16.
COCCn1c(=NC(=O)c2cccc(S(C)(=O)=O)c2)sc2cc(F)cc(F)c21 was read as mcGAS MS inh -5.
`c1cncc(NCCCNc2nc(-c3ccncc3)nc3c2CCNC3)c1` gave mcGAS MS inh -6.
For COc1ccc(-n2ncc3c2CC(C)(C)CC3NC(=O)Cn2cc3ccccc3n2)cc1 (centres undefined) the results were mcGAS MS inh -8.
For C=CCOc1c(Cl)cc(C2c3ccc(O)cc3OC(=N)C2C#N)cc1OC (centres undefined) the results were mcGAS MS inh -3.
O=C(OC[C@H]1O[C@H](OC(=O)c2cc(O)c(O)c(OC(=O)c3cc(O)c(O)c(O)c3)c2)[C@H](OC(=O)c2cc(O)c(O)c(OC(=O)c3cc(O)c(O)c(O)c3)c2)[C@@H](OC(=O)c2cc(O)c(O)c(OC(=O)c3cc(O)c(O)c(O)c3)c2)[C@@H]1OC(=O)c1cc(O)c(O)c(OC(=O)c2cc(O)c(O)c(O)c2)c1)c1cc(O)c(O)c(OC(=O)c2cc(O)c(O)c(O)c2)c1 was read as mcGAS MS inh 96*.
Screening OC(CNCc1csc(-c2ccsc2)n1)c1ccc(F)c(F)c1 (centres undefined) returned mcGAS MS inh -13.
Cn1cc(NC(=O)c2cn[nH]c2-c2cccc(OC(F)F)c2)cn1 was read as mcGAS MS inh -7.
C=S(NS(=O)(=O)c1ccc(C)cc1)c1ccccc1 (centres undefined) was read as mcGAS MS inh -9.
`O=C(CCc1ccsc1)Nc1nc(-c2ccco2)c(-c2ccco2)s1` gave mcGAS MS inh 2.
For CCOC(=O)C1CCCN(Cc2ccc([N+](=O)[O-])o2)C1 (centres undefined) the results were mcGAS MS inh -4.
CN(C)S(=O)(=O)c1cccc(Cn2c(=O)c(C#N)c3n(c2=O)CCC3)c1 was read as mcGAS MS inh 0.
Screening COc1ccc(C)cc1NS(=O)(=O)c1ccc(F)c(F)c1 returned mcGAS MS inh -9.
`CCCn1ccc2ccc(NC(=O)NC3CCC(=O)N(C)C3)cc21` (centres undefined) gave mcGAS MS inh -9.
CC1c2cccn2CCN1C(=O)c1ccc(C#CC(C)(C)O)o1 (centres undefined) was read as mcGAS MS inh -2.
O=S(=O)(Nc1ccc(OC(F)F)c(Cl)c1)c1ccc(Cl)s1 was read as mcGAS MS inh -4.
CCCc1nn(C)c(C(=O)Oc2cc(C(=O)OC)ccc2C)c1Cl was read as mcGAS MS inh 16.
`Cc1cccc(C)c1N1C(=O)CC(NN2CCOCC2)C1=O` (centres undefined) gave mcGAS MS inh -31.
`C=CCNC(=O)Cn1c(=O)c2c(OCC)ccnc2n(C)c1=O` gave mcGAS MS inh 6.
O=C(Cc1ccc(F)cc1)NCCOc1cc(N2CCCC2)ncn1 was read as mcGAS MS inh 4.
For CC(C)(C)c1c(Br)cc(C(=O)O)c([N+](=O)[O-])c1[N+](=O)[O-] the results were mcGAS MS inh -5.
COCCN(C)Cc1nc(Cc2ccccc2Cl)no1 was read as mcGAS MS inh -6.
Screening COc1ccc(/C=C\C(=O)Nc2c3c(nn2-c2ccc(F)cc2)CSC3)cc1OC returned mcGAS MS inh -3.
Screening Cn1ccc2ccn(CC(=O)NCc3ccc(F)cc3)c(=O)c21 returned mcGAS MS inh -10.
Screening CCOCCCNCc1cc(Br)c(OCC(N)=O)c(OCC)c1 returned mcGAS MS inh -3.
For CN1c2ccccc2NC2C1N=C(c1ccccc1)N2c1ccccn1 (centres undefined) the results were mcGAS MS inh -10.
COc1cc(CNC(=O)Cc2c[nH]c3ccccc23)cc(OC)c1OC was read as mcGAS MS inh -3.
Screening O=c1c(-c2csc(-c3ccccc3)n2)c(C(F)(F)F)oc2cc(O)ccc12 returned mcGAS MS inh -5.
`COc1ccc(N2C(=O)CC3CS(=O)(=O)CC32)c(OC)c1` (centres undefined) gave mcGAS MS inh -9.
Cc1cccc(C)c1CN1CCCC(CNS(C)(=O)=O)C1 (centres undefined) was read as mcGAS MS inh -8.
For Cc1ccc(NC(=O)CN(C)C(=O)c2csc(C(C)(C)C)n2)cc1 the results were mcGAS MS inh -9.
`COc1ccc(C(=O)C[n+]2cn(N)c3cc(C)c(C)cc32)cc1` gave mcGAS MS inh -17.
Screening Cc1ccc(O)c(CN2CCCn3cccc3C2c2ccc(C(F)(F)F)cc2)c1 (centres undefined) returned mcGAS MS inh -9.
For O=C(c1occc1CN1C(=O)Cc2ccccc21)N1CCCCCC1 the results were mcGAS MS inh -7.
CC(C)c1cc(C2CCN(C(=O)CCn3cnnn3)CC2)[nH]n1 was read as mcGAS MS inh -15.
`CCn1c(=NC(=O)c2ccc(C(C)=O)cc2)sc2cc(Cl)ccc21` gave mcGAS MS inh -6.
Screening O=C(NC1CCN(C(=O)C2CC2)CC1)c1cnccn1 returned mcGAS MS inh 4.
Screening O=S(=O)(CCN1CCc2ccccc21)c1cc(Cl)ccc1Cl returned mcGAS MS inh -13.
`Cc1cn2c3c(=O)[nH]c(=O)n(C)c3nc2n1-c1ccc(O)cc1` gave mcGAS MS inh -10.
Screening Cc1nn2c(C)c(C(=O)OC(C)C)nnc2c1-c1ccccc1 returned mcGAS MS inh 5.
O=C(NCC1CCCN(Cc2ccn[nH]2)C1)C1(c2ccc(Cl)cc2)CC1 (centres undefined) was read as mcGAS MS inh -10&-4.
O=C(c1cccc(COc2ccc3ccccc3c2)c1)N1CCOCC1 was read as mcGAS MS inh -7.
For COc1ccc(Cl)cc1-n1ccc2c(cnc3c(-c4ccccc4)c(C)nn32)c1=O the results were mcGAS MS inh -4.
For O=C(C1CCCN1C(=O)c1ccc2cc[nH]c2c1)N1CCSCC1 (centres undefined) the results were mcGAS MS inh 0.
Cn1ccnc1Sc1nc2c(c(=O)n(C)c(=O)n2C)n1C was read as mcGAS MS inh 4.
`CCOC(=O)c1nn(-c2ccccc2)c(=O)cc1OS(=O)(=O)c1c(C)noc1C` gave mcGAS MS inh -2.
Screening CC(C)(C)C(=O)Cn1cnc2c1c(=O)n(C1CCCC1)c(=O)n2-c1ccccc1 returned mcGAS MS inh -2.
CN(C(=O)CSc1ncnc2c1nnn2C)c1ccccc1 was read as mcGAS MS inh -2.
For CC1(C)C2CC=C(C=NNc3ccc(S(N)(=O)=O)cc3[N+](=O)[O-])C1C2 (centres undefined) the results were mcGAS MS inh -3.
CCOC(=O)c1c[nH]n2c(=O)cc(CN3CCc4sccc4C3)nc12 was read as mcGAS MS inh 0.
`CCC1(CNCC2CCN(c3cccc(OC)c3)C2)COC1` (centres undefined) gave mcGAS MS inh 5.
Screening COC(=O)COc1ccc2c(=O)c(-c3ccc4c(c3)OCCO4)c(C)oc2c1 returned mcGAS MS inh 16.
Screening Cc1nnc(-c2cccc(NC(=O)C3CCN(C(=O)C4CCCCO4)CC3)c2)s1 (centres undefined) returned mcGAS MS inh -7&-2.
Screening O=C(NCc1ccc(Cl)cc1)N1CCCn2cncc2C1 returned mcGAS MS inh -18.
`CCCOc1cc(C)c(Cl)cc1S(=O)(=O)N1CC(C)OC(C)C1` (centres undefined) gave mcGAS MS inh 0.
`Cc1cc(C(=O)N2CCC2(C)C(=O)Nc2cc(C(C)(C)C)nn2C)nn1C` (centres undefined) gave mcGAS MS inh -8.
For CN1C2=C(C#N)C(C(C#N)C#N)=NC2C(C)(C)c2ccccc21 (centres undefined) the results were mcGAS MS inh -8.
For COc1cc(NCCC(=O)NC2CCCCC2)ncn1 the results were mcGAS MS inh -18.
CC12CC3CC(C)(C1)CC(C(=O)NNC(=O)c1ccccn1)(C3)C2 was read as mcGAS MS inh -32.
For CC1CCCC(CC(=O)OC2CCS(=O)(=O)C2)C1 (centres undefined) the results were mcGAS MS inh 1.
For CC1(NC(=O)/C=C/c2ccc(S(=O)(=O)N3CCCCCC3)cc2)CC1 the results were mcGAS MS inh 1.
For CCc1nc(C)c(C(=O)NCc2cn3nc(C)sc3n2)o1 the results were mcGAS MS inh -16.
CCCC1COCCN1C(=O)CCCS(N)(=O)=O (centres undefined) was read as mcGAS MS inh -18.
COc1ccc(NS(=O)(=O)c2cnc[nH]2)cc1 was read as mcGAS MS inh -8.
Screening COCCN1CC(CNC(=O)c2cc(COc3ccc(C)c(C)c3)on2)CC1=O (centres undefined) returned mcGAS MS inh -4.
Cc1cc(=O)[nH]c(NN=Cc2ccsc2)n1 was read as mcGAS MS inh -7.
COC1CCN(S(=O)(=O)N2CCC(O)(c3ccc(C)cn3)CC2)CC1 was read as mcGAS MS inh -33.

Ordered by SMILES length (smallest number first): some entries from above
For COc1cc(NCCC(=O)NC2CCCCC2)ncn1 the results were mcGAS MS inh -18.
COc1ccc(NS(=O)(=O)c2cnc[nH]2)cc1 was read as mcGAS MS inh -8.
Screening O=C(NCc1ccc(Cl)cc1)N1CCCn2cncc2C1 returned mcGAS MS inh -18.
`CCC1(CNCC2CCN(c3cccc(OC)c3)C2)COC1` (centres undefined) gave mcGAS MS inh 5.
For CCc1nc(C)c(C(=O)NCc2cn3nc(C)sc3n2)o1 the results were mcGAS MS inh -16.
`CCCOc1cc(C)c(Cl)cc1S(=O)(=O)N1CC(C)OC(C)C1` (centres undefined) gave mcGAS MS inh 0.
For CN1C2=C(C#N)C(C(C#N)C#N)=NC2C(C)(C)c2ccccc21 (centres undefined) the results were mcGAS MS inh -8.
COC1CCN(S(=O)(=O)N2CCC(O)(c3ccc(C)cn3)CC2)CC1 was read as mcGAS MS inh -33.
CC12CC3CC(C)(C1)CC(C(=O)NNC(=O)c1ccccn1)(C3)C2 was read as mcGAS MS inh -32.
For CC1(NC(=O)/C=C/c2ccc(S(=O)(=O)N3CCCCCC3)cc2)CC1 the results were mcGAS MS inh 1.
`Cc1cc(C(=O)N2CCC2(C)C(=O)Nc2cc(C(C)(C)C)nn2C)nn1C` (centres undefined) gave mcGAS MS inh -8.
Screening Cc1nnc(-c2cccc(NC(=O)C3CCN(C(=O)C4CCCCO4)CC3)c2)s1 (centres undefined) returned mcGAS MS inh -7&-2.

(continued)
Screening Cc1ccccc1NC(=O)c1sc(NC(=O)C2CC2)cc1C returned mcGAS MS inh -5.
CC(=O)c1ccc(N2CCN(C(=O)c3cc(C)nc4c(C)cccc34)CC2)cc1 was read as mcGAS MS inh -6.
Screening C/C(CC(=O)Nc1ccc(Cl)cc1C)=N\NC(=O)c1ccncc1 returned mcGAS MS inh -4.
O=C(Nc1cccc(-c2ccc(F)cc2)c1)C1CCCN(C(=O)c2ccccc2)C1 (centres undefined) was read as mcGAS MS inh -2.
`COc1cccc(NC(=O)C2(C)CCN2Cc2ccc3c(c2)OCCO3)c1` (centres undefined) gave mcGAS MS inh -6.
For CN(C)C1CCN(C(=O)c2cn(Cc3c(F)cccc3F)nn2)C1 (centres undefined) the results were mcGAS MS inh -12.
O=C(NCc1cccnc1)c1cccc(OC2CCN(C(=O)C3CC=CCC3)CC2)c1 (centres undefined) was read as mcGAS MS inh -9&2.
`CC(C(=O)Nc1cc(F)ccc1F)N(C)Cc1cccc(F)c1` (centres undefined) gave mcGAS MS inh 2.
For NNC(=O)C[n+]1nc(-c2ccccc2)n[nH]1 the results were mcGAS MS inh -7.
`CCc1ccc(CNc2nc(CCN)nc3ccccc23)nc1` gave mcGAS MS inh -17.
Screening CC(C)(C)OC(=O)N1CCC(CC(=O)N2CC(c3nc4ccccc4[nH]3)C2)CC1 returned mcGAS MS inh -2.
For COC(=O)Nc1ccccc1OCc1cnc(C)s1 the results were mcGAS MS inh -5.
Screening CCCNC(=O)c1nnc2n1CCN(C(=O)CCC1CCCC1)C2 returned mcGAS MS inh -1.
For Cc1cc(S(=O)(=O)NC2CCCCC2C)ccc1Cl (centres undefined) the results were mcGAS MS inh -12.
For COc1cc(CNC(=O)CCl)ccc1OC(F)F the results were mcGAS MS inh -8.
For CC1(C)Cc2nc(C(C)(C)C)ncc2C(NC(=O)CN2CCCCC2=O)C1 (centres undefined) the results were mcGAS MS inh -11.
`CCc1ccc(NC(=O)CN2C(=O)N(c3ccccc3)C3CS(=O)(=O)CC32)cc1` (centres undefined) gave mcGAS MS inh -8.
Screening N#Cc1cccc(CN2C(=O)C3(NCCS3)c3cc(Cl)ccc32)c1 (centres undefined) returned mcGAS MS inh -6.
`CN(C(=O)c1ccc2ncsc2c1)C1CCCc2ccccc21` (centres undefined) gave mcGAS MS inh -4.
For O=C(CCC1CCCN(C(=O)Cn2cccn2)C1)Nc1ccc(C(F)(F)F)cc1 (centres undefined) the results were mcGAS MS inh -2.
`CN(C)CCCCN(C)S(=O)(=O)c1cc2ccccc2o1` gave mcGAS MS inh -1.
`Cc1cc(C(F)(F)F)nn1CC(=O)Nc1cc(O)cc([N+](=O)[O-])c1` gave mcGAS MS inh -1.
`CNC(=O)c1cccnc1-c1ccc(CO)cc1` gave mcGAS MS inh -32.
Screening CCc1n[nH]c2c1CN(C(=O)COCc1nc3ccccc3[nH]1)CC2 returned mcGAS MS inh 2.
`O=C(NCc1cccc(F)c1)C(C1CCCC1)N1CCN(C(=O)c2ccccc2Cl)CC1` (centres undefined) gave mcGAS MS inh -4.
`COCCCNc1nc2nonc2nc1N(C)CCOc1ccccc1` gave mcGAS MS inh -2.

Screens from PubChem BioAssay.

A portion of the library; rates above refer to the full screens.
